High-throughput results from PubChem.
MK inhibit = S. pneumoniae MK inhibitors, primary screen, biochemical, PK/LDH-coupled NADH absorbance; AID 555, 2006; purified MK, PK/LDH-coupled NADH absorbance 340 nm; inhibition, % at 10 µM; actives 0.48% (n = 65,000); mevalonate kinase [Streptococcus pneumoniae D39];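 active = ranked among the strongest by inhibition in the single 10 µM screen, a fixed top-ranked set picked for dose follow-up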; also: no value below 0 was filed
PMK inhibit = S. pneumoniae PMK inhibitors, primary screen, biochemical, mevalonate pathway, pilot trial included. AID 539, 2006. purified PMK, PK/LDH-coupled NADH absorbance 340 nm. inhibition, % at 10 µM. actives 0.49% (n = 65,000). phosphomevalonate kinase (Streptococcus pneumoniae D39);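 active = top-ranked compounds by inhibition in the single 10 µM screen, taking a fixed number of the strongest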;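 also: 0% = full reaction with DMSO carrier and 100% = background rate without enzyme reaction; no value below 0 was filed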
KRASV12 cytotoxicity = cytotoxicity in KRAS-transformed pancreatic duct cells, primary screen, cell-based, fluorescence, HTS (AID 431). HPDE-C7K KRASV12 cells, Alamar Blue viability, 48 h; higher % means a stronger effect. actives 1.7% (n = 63,000). cytotoxicity, % at 10 µM; hits with a dose series show EC50 in µM;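 active = compounds whose percent cytotoxicity in the single-dose primary screen, scaled between solvent and toxic-drug controls, exceeds 50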;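 also: 0% = DMSO solvent wells and 100% = doxorubicin-treated wells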
LYP phosphatase = LYP phosphatase inhibitors, primary screen, biochemical, DiFMUP fluorescence, recombinant catalytic domain, 10 µM (AID 606); inhibition, % at 10 µM; hits with a dose series show IC50 in µM; recombinant LYP catalytic domain, DiFMUP fluorescence; higher % means a stronger effect; Tyrosine-protein phosphatase non-receptor type 22 (Homo sapiens); 52,000 tested, under 10 active;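 active = IC50 under 40 µM in the dose-response test; inactive = IC50 of 40 µM or more, or never dose-tested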
HPDE-C7 cytotoxicity = cytotoxicity in HPDE-C7 cells, cell-based, fluorescence, HTS (AID 430). HPDE-C7 pancreatic duct cells viability, fluorescence; higher % means a stronger effect. one-dose cytotoxicity, % at 10 µM; EC50 in µM for titrated hits. actives 1.8% (n = 63,000);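 also: cells exposed to compound for 48 hours before viability readout; 0% = vehicle and 100% = reference cytotoxic drug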
Bfl-1 displacement = Bfl-1 inhibitors, primary screen, biochemical, fluorescence polarization, FITC-Bid, mouse (AID 432) | actives 0.02% (n = 64,000) | FITC-Bid BH3 peptide fluorescence polarization displacement; higher % means a stronger effect | Bcl-2-related protein A1 (Mus musculus) | displacement, % at 20 µM, or IC50 in µM where a hit was titrated; in the data active = a potency from the dose series; inactive = the rest, 99 in 100 with displacement below about 15%; also: strong numbers were not always called active
HT1080 viability = cytotoxicity in HT1080 fibrosarcoma cells, cell-based, fluorescence readout (AID 620). cytotoxicity, % at 10 µM, or EC50 in µM where a hit was titrated. actives 0.42% (n = 87,000). HT1080 viability, fluorescence; higher % means a stronger effect;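 also: cells exposed to compound overnight then 4 h with Alamar Blue; 0% = vehicle DMSO and 100% = killing control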
TNAP inhibition = human TNAP enzyme inhibitors, biochemical, luminescent (AID 518); purified TNAP enzyme, luminescent substrate readout; higher % means a stronger effect; inhibition, % at 20 µM; hits with a dose series show IC50 in µM; actives 0.09% (n = 64,000); in the data active = a potency from the dose series; inactive = the rest, 99 in 100 with inhibition below about 22%;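 also: plate controls were vehicle for no effect and reference inhibitor for full effect; many of its hits are not listed in these tables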
Spn DPM-DC inh = S. pneumoniae DPM-DC inhibitors, primary screen, biochemical, PK/LDH-coupled NADH fluorescence. diphosphomevalonate decarboxylase (Streptococcus pneumoniae D39). purified DPM-DC. calls only at 10 µM. actives 0.49% (n = 65,000). AID 556, 2006;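 active = the 320 compounds with the highest percent inhibition in the single-dose primary screen, excluding strongly autofluorescent ones, cut at about 32% in these data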;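 also: kinetic rate of NADH fluorescence loss reporting ADP formed by the decarboxylase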
PMK inhibit pilot replicates = recorded beside PMK inhibit, whose call it bears; inhibition, %; measured here: pilot screen replicates
MK inhibit pilot replicates = recorded beside MK inhibit, whose call it bears; inhibition, %; measured here: pilot screen replicates
Spn DPM-DC inh pilot screen % = also measured in Spn DPM-DC inh; calls as there; inhibition, %; measured here: pilot screen trials
* marks the source's active call; other numbers are inactive results; i = inactive; x = no result given; + = active, no number; & = joins results of further samples. Rule as the data show it, unless noted: active = cytotoxicity above about 50%; inactive = the rest.

SMILES	MK inhibit	PMK inhibit	KRASV12 cytotoxicity	LYP phosphatase	HPDE-C7 cytotoxicity	Bfl-1 displacement	HT1080 viability	TNAP inhibition	Spn DPM-DC inh	others
Cc1ccc(-c2nn3c(C)nnc3s2)cc1N	17	11	4%	5%	-5%	1%	-6%	20%	i	PMK inhibit pilot replicates=0.5;MK inhibit pilot replicates=0.0;Spn DPM-DC inh pilot screen %=3.5
O=C(NC1=NCCS1)c1cc2ccccc2o1	5	0	2%	x	4%	1%	x	8%	i
CCN(CC)CCN1C(=O)c2oc3ccccc3c(=O)c2C1c1ccccc1 (stereo not given)	5	12	-4%	0%	2%	-4%	-7%	-12%	i
COc1ccc(NC2=C(C)C(=O)CC2)cc1	4	8	3%	x	3%	-8%	4%	3%	i
Cc1nc(NC(=O)C2CC3CCCC(C2)C3=O)sc1C (stereo not given)	8	8	-5%	x	-18%	1%	-3%	8%	i	PMK inhibit pilot replicates=0.0;MK inhibit pilot replicates=0.0;Spn DPM-DC inh pilot screen %=0.0
CC(=O)Nc1ccc(S(=O)(=O)NCCSCc2ccco2)cc1	12	4	-3%	x	-9%	5%	-3%	10%	i
O=C(CCN1C(=O)c2ccccc2C1=O)Nc1ccncc1	8	15	1%	14%	-14%	-7%	-4%	4%	i
Cn1c(=O)c2c(nc(CN3CCN(CCO)CC3)n2CCc2ccccc2)n(C)c1=O	5	0	7%	2%	-3%	-2%	3%	5%	i
O=C(COC(=O)c1ccc(S(=O)(=O)N2CCOCC2)cc1)Nc1nc(-c2ccccc2)cs1	3	0	-15%	x	-5%	-2%	1%	5%	i
COc1ccc(N=C2SC(C(=O)O)CC(=O)N2Cc2ccc(OC)c(OC)c2)cc1 (stereo not given)	13	13	-4%	10%	-1%	1%	2%	3%	i
Cc1ccc(C2C3=C(CC(C)(C)CC3=O)Nc3n[nH]c(C)c32)cc1 (stereo not given)	1	12	-6%	5%	10%	-8%	-5%	-13%	x
CCc1cc2c(cc3c(=O)n(CC(=O)N4CCN(c5ccccn5)CC4)nc(CC)n32)s1	17	13	12%	-7%	4%	-10%	3%	9%	i
CCOC(=O)c1c(NC(=O)CSc2nnnn2C)sc(C)c1C	10	10	-6%	8%	11%	0%	-8%	9%	i
Cc1ccc(-n2sc3ccccc3c2=O)cc1S(=O)(=O)N1CCCCC1	100*	20	8%	6%	20%	-2%	-1%	10%	+
CC(=O)c1nc(N2C(=O)C3CC=C(C)CC3C2=O)sc1C (stereo not given)	6	5	-5%	x	-12%	-4%	6%	8%	i
Cc1nc(N2CCN(c3ccccc3)CC2)nc2c1C(=O)CC(c1ccccc1)C2 (stereo not given)	4	2	-1%	5%	7%	-11%	-9%	2%	i
COc1ccc(-c2nc(CSCC(=O)N3CCc4ccccc4C3)c(C)o2)cc1OC	3	7	5%	10%	-4%	5%	-3%	6%	i	PMK inhibit pilot replicates=5.0;MK inhibit pilot replicates=1.5;Spn DPM-DC inh pilot screen %=4.5
CCCCN(C)C(=O)c1sc2ncn(CC)c(=O)c2c1C	4	18	6%	1%	-4%	-10%	13%	9%	i
CC(=NCCCNC1CCCCC1)C1=C(O)CC(C)(C)CC1=O	0	0	2%	-10%	1%	-1%	-6%	7%	i
COc1ccccc1-n1c(CNC(=O)COc2ccccc2)n[nH]c1=S	5	0	-11%	20%	-22%	-5%	x	-7%	i
CCOC(=O)C1=C(c2ccccc2)Nc2ncnn2C1c1cccc(OC)c1OC (stereo not given)	9	13	-9%	2%	-2%	0%	x	11%	i
CCOC(=O)C1=C(C)OC(N)=C(C#N)C1c1cc2ccccc2nc1N1CCCCC1 (stereo not given)	12	4	-13%	8%	-12%	0%	0%	7%	i
CN1CCN(Cc2c(C#N)c3ccccc3n2C)CC1	6	0	-7%	-4%	-9%	-5%	-19%	12%	i
Cn1c2ccccc2c2nn(-c3ccccc3)c(=O)cc21	12	0	-1%	5%	10%	-3%	-3%	-1%	i
CC(C)OCCCN1C(=O)c2[nH]nc(-c3ccccc3O)c2C1c1cccc(Cl)c1 (stereo not given)	7	8	-5%	-12%	-4%	-6%	1%	6%	i

By substructure, those above with two or more sulfur atoms (four)
SMILES	MK inhibit	PMK inhibit	KRASV12 cytotoxicity	LYP phosphatase	HPDE-C7 cytotoxicity	Bfl-1 displacement	HT1080 viability	TNAP inhibition	Spn DPM-DC inh	others
CC(=O)Nc1ccc(S(=O)(=O)NCCSCc2ccco2)cc1	12	4	-3%	x	-9%	5%	-3%	10%	i
O=C(COC(=O)c1ccc(S(=O)(=O)N2CCOCC2)cc1)Nc1nc(-c2ccccc2)cs1	3	0	-15%	x	-5%	-2%	1%	5%	i
CCOC(=O)c1c(NC(=O)CSc2nnnn2C)sc(C)c1C	10	10	-6%	8%	11%	0%	-8%	9%	i
Cc1ccc(-n2sc3ccccc3c2=O)cc1S(=O)(=O)N1CCCCC1	100*	20	8%	6%	20%	-2%	-1%	10%	+

For convenience, some entries already given.
SMILES	MK inhibit	PMK inhibit	KRASV12 cytotoxicity	LYP phosphatase	HPDE-C7 cytotoxicity	Bfl-1 displacement	HT1080 viability	TNAP inhibition	Spn DPM-DC inh	others
CCCCN(C)C(=O)c1sc2ncn(CC)c(=O)c2c1C	4	18	6%	1%	-4%	-10%	13%	9%	i
CC(=NCCCNC1CCCCC1)C1=C(O)CC(C)(C)CC1=O	0	0	2%	-10%	1%	-1%	-6%	7%	i
COc1ccccc1-n1c(CNC(=O)COc2ccccc2)n[nH]c1=S	5	0	-11%	20%	-22%	-5%	x	-7%	i
CCOC(=O)C1=C(c2ccccc2)Nc2ncnn2C1c1cccc(OC)c1OC (stereo not given)	9	13	-9%	2%	-2%	0%	x	11%	i
CCOC(=O)C1=C(C)OC(N)=C(C#N)C1c1cc2ccccc2nc1N1CCCCC1 (stereo not given)	12	4	-13%	8%	-12%	0%	0%	7%	i

2 compounds drawn at random from the list so far:
SMILES	MK inhibit	PMK inhibit	KRASV12 cytotoxicity	LYP phosphatase	HPDE-C7 cytotoxicity	Bfl-1 displacement	HT1080 viability	TNAP inhibition	Spn DPM-DC inh	others
Cc1ccc(-n2sc3ccccc3c2=O)cc1S(=O)(=O)N1CCCCC1	100*	20	8%	6%	20%	-2%	-1%	10%	+
O=C(NC1=NCCS1)c1cc2ccccc2o1	5	0	2%	x	4%	1%	x	8%	i

Carrying on:
SMILES	MK inhibit	PMK inhibit	KRASV12 cytotoxicity	LYP phosphatase	HPDE-C7 cytotoxicity	Bfl-1 displacement	HT1080 viability	TNAP inhibition	Spn DPM-DC inh	others
CCn1nc(NS(=O)(=O)c2ccccc2)c2cc3cccc(C)c3nc21	5	3	-10%	20%	0%	-2%	9%	6%	i
O=C1c2oc3ccc(Br)cc3c(=O)c2C(c2cccc(F)c2)N1CCO (stereo not given)	10	8	-13%	13%	-9%	11%	27%	5%	i
O=C(OCCCCN1C(=O)c2ccccc2C1=O)c1n[nH]c2ccccc12	3	11	-5%	7%	-16%	-5%	9%	7%	i	PMK inhibit pilot replicates=1.5;MK inhibit pilot replicates=1.0;Spn DPM-DC inh pilot screen %=2.0
C=CCn1c(SCc2nc3ccccc3nc2C)nnc1-c1ccoc1C	15	23	-3%	x	1%	3%	6%	12%	i
COCCN1C(=O)c2oc3cc(C)c(C)cc3c(=O)c2C1c1cccc(O)c1 (stereo not given)	2	11	x	9%	x	x	-4%	x	i
Cc1csc(NC(=O)C2CCCO2)n1 (stereo not given)	0	12	-4%	14%	-16%	-12%	-6%	17%	i	PMK inhibit pilot replicates=2.0;MK inhibit pilot replicates=0.0;Spn DPM-DC inh pilot screen %=3.5
CC(C)(C)c1cc(NC(=O)C2CCCO2)no1 (stereo not given)	0	5	6%	7%	-4%	0%	4%	8%	i
c1ccc(-c2nc3cnccn3c2Nc2ccc3c(c2)OCCO3)cc1	6	0	4%	9%	-9%	-1%	-2%	10%	i	PMK inhibit pilot replicates=1.5;MK inhibit pilot replicates=4.5;Spn DPM-DC inh pilot screen %=15
COc1ccccc1OCC(=O)O	3	5	-14%	9%	-10%	6%	-1%&3%	13%	i
CCc1nc(SCC(=O)Nc2ccc(C(=O)O)cc2)n[nH]1	8	5	4%	-7%	2%	1%	-8%	4%	i
c1ccc(-n2nnc3ccccc32)nc1	4	4	x	x	x	-7%	4%	10%	i
Cc1ccc(C)c(N2CCN(C(=O)C3CCCN(S(=O)(=O)c4c(C)noc4C)C3)CC2)c1 (stereo not given)	0	0	15%	-1%	9%	2%	-4%	7%	i
CN1CCN(Cc2nc3c(c(=O)n(C)c(=O)n3C)n2CCCc2ccccc2)CC1	0	12	-20%	5%	-26%	-2%	1%	3%	i
COC(=O)c1nnn(Cc2ccccc2)c1N	10	1	-3%	6%	-1%	10%	7%	10%	i
COc1ccc(OC)c(N=Cc2c(O)[nH]c3ccccc23)c1	5	7	4%	4%	-3%	-4%	7%	5%	i
Cc1onc(-c2ccccc2Cl)c1C(=O)OCC(=O)Nc1ccc2c(c1)OCO2	0	12	6%	8%	13%	-1%	-4%	1%	i
COc1ccc(NC(=O)CSc2nnc(-c3ccc(C)cc3)n2N)cc1	10	0	-2%	7%	-8%	-8%	3%	14%	i
Brc1ccc2oc3c(N4CCOCC4)ncnc3c2c1	6	13	-20%	17%	-16%	0%	1%	4%	i
O=C1CC(c2cccc(Oc3ccccc3)c2)NC(=O)N1 (stereo not given)	1	22	8%	13%	0%	4%	0%	7%	i
CC(=O)N1CCc2cc(Br)cc(S(=O)(=O)N3CCCCCC3)c21	2	13	24%	-2%	14%	5%	8%	6%	i
Cc1ccc(N2C(=O)c3oc4ccccc4c(=O)c3C2c2cccc(O)c2)nc1 (stereo not given)	11	11	17%	-3%	6%	-4%	5%	18%	i	PMK inhibit pilot replicates=4.5;MK inhibit pilot replicates=2.5;Spn DPM-DC inh pilot screen %=3.0
COc1ccc(C(=O)NCc2cccnc2)cc1S(=O)(=O)N1CCOCC1	8	0	-7%	16%	-8%	-8%	6%	11%	i
CCN(CC)CCn1c2ccccc2c2nc(C)sc21	8	7	0%	-8%	-8%	-8%	-7%	8%	i	PMK inhibit pilot replicates=6.0;MK inhibit pilot replicates=2.0;Spn DPM-DC inh pilot screen %=3.0
COC(=O)c1ccccc1NC(=O)Cn1cc(Br)cn1	3	5	-13%	-2%	-15%	-16%	5%	2%	i
O=c1cc(N2CCC3(CC2)OCCO3)[nH]c(=O)n1-c1ccc(Br)cc1	7	9	x	-2%	x	x	21%	x	i
O=C(Cn1c(NCCO)nc2ccccc21)c1ccco1	6	16	x	11%	x	x	-2%	x	i
CC(C)n1c(-c2ccc(N(C)C)cc2)nc2ccccc21	9	9	-36%	x	-13%	0%	4%	11%	x
